# b-catenin transl = modulators of beta-catenin nuclear translocation. HeLa beta-catenin nuclear translocation, immunofluorescence imaging. nuclear translocation activity, % at 5 µM. 0.3% of 190,000 active. AID 1665;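 active = nuclear translocation activity above 50% at 5 µM, with a well cell count of 50 or more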;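 also: per-cell ratio of nuclear to cytoplasmic median beta-catenin stain intensity; plate controls were DMSO negative control for no effect and GSK-3 inhibitor IX positive control for full effect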
#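 Technique: fluorescence imaging of beta-catenin antibody stain plus DAPI / Material: human HeLa cell line / Incubation: compound treatment 24 h, 37°C, 5% CO2 / Read-out basis: % activation of per-cell nuclear versus cytoplasmic median beta-catenin signal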
# WT yeast gro inh = growth inhibition of WT yeast, mitochondrial fusion screen | mitochondrial fusion phenotypic screen, WT strain | 2.1% of 190,000 active | AID 1362 | inhibition, % at 10 µM; in the data active = inhibition above about 58%; tested in S. cerevisiae
# XIAP displacement = small molecules displacing peptide from XIAP – biochemical, IAP family, fluorescence polarization (AID 1018) | 0.007% of 200,000 active | displacement, % at 20 µM; hits with a dose series show IC50 in µM | XIAP BIR domain, fluorescence polarization peptide displacement; higher % means a stronger effect; in the data active = displacement above about 50%; also: a part of the inactive calls stands beside numbers as strong as those of hits
# MT stabilize HCS = microtubule stabilizers in HeLa cells | HeLa tubulin immunostaining HCS, 24 h; share of cells brighter than vehicle mean+2SD | % tubulin-high responders, % at 10 µM | 0.83% of 200,000 active | AID 2205;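 active = plate Z-score above 3 for both tubulin-high and condensed-nucleus cell shares, with cell loss under 80%, at 10 µM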;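 also: anti alpha tubulin signal scored within the nucleus-defined area of each cell; some results filed as inactive read as strong as hits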
# Autophagy HCS = alters autophagy in cells; calls only at 10 µM (by protocol); 0.98% of 190,000 active; AID 463193; MEF GFP-LC3 puncta imaging; test concentration mostly 10 µM;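 active = percentage of spot-positive cells more than 3 SD above its plate mean, without a fluorescence outlier flag or 80% toxicity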;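 also: spot-positive cell cutoff set from DMSO-treated cells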
# Dynein transport = blocks dynein driven cargo transport along microtubules; 0.47% of 220,000 active; 3617.4 mouse cells, GR-EGFP nuclear translocation imaging; test concentration mostly 20 µM; stimulated with dexamethasone, 1 µM; hits give low values; z-score, hits read low; AID 1381;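 active = plate z-score of nuclear minus cytoplasmic receptor signal below a set negative limit, without overly bright fluorescence or cell loss, cut at about -3.5 in these data, passing the limit was not always enough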;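 also: z-score of nuclear minus cytoplasmic ring GR-EGFP intensity difference per well; some compounds called inactive have numbers as strong as hits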
#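 Buffer or medium: tet-free medium with charcoal-stripped serum / Also added: dexamethasone agonist, 1.0 µM final, for 30 min / Timing: induction 48 h, compound 1 h, agonist 30 min / Measured by: high-content fluorescence imaging after fixation / Read-out: nuclear-to-cytoplasmic GR-EGFP distribution per well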
# ER stress rescue = rescue of cells from ER stress-induced death, primary screen, 384-well, CSM14.1, thapsigargin, ATP luminescence (AID 1222) | cellular ATP content (survival), % at 20 µM; hits with a dose series show EC50 in µM | CSM14.1 thapsigargin-induced death rescue, ATP luminescence; higher % means a stronger effect | 190,000 tested, under 10 active;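 active = EC50 below 50 µM in the dose-response confirmation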;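 also: death triggered by thapsigargin at about 15 µM added after 2 h compound pretreatment; cell ATP read after overnight thapsigargin exposure of roughly 18 to 22 hours; normalized against plate controls of thapsigargin alone and 5% DMSO vehicle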
# Insulin prom up = MIN6 insulin promoter up-regulation; MIN6 insulin promoter-GFP reporter, high-content imaging; hits give high values; z-score at 5 µM; 0.3% of 190,000 active; AID 1625;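 active = z-score above 3 at 5 µM with at least 500 cells counted in the well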
# Lipid droplet = hepatic lipid droplet formation modulation. 0.4% of 240,000 active. AID 1656. AML12 mouse hepatocytes, oleate lipid droplets, BODIPY imaging. inhibition, % at 6.5 µM;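 active = lipid droplet intensity inhibited by at least 50%, with more than 500 cells counted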
#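 Assay system: AML12 mouse liver cells | Compound: 6.5 µM single-point dosing | Schedule: Overnight exposure | Technique: Fluorescence imaging, 20x objective, two fields per well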
# WT yeast gro inh mutant strain = second read-out of WT yeast gro inh, no call of its own (marks repeat the call); inhibition, %; mitochondrial fusion phenotypic screen, mutant strain inhibition
# Dynein transport cytoplasmic EGFP = further read-out of Dynein transport, marked with its call; z-score; measured here: cytoplasmic GR-EGFP intensity; hits give high values
# Dynein transport nuclear GR-EGFP = recorded beside Dynein transport, whose call it bears; z-score; measured here: nuclear GR-EGFP intensity;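 lower value marks the stronger effect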
# Dynein transport cell count = second read-out of Dynein transport, no call of its own (marks repeat the call); z-score; measured here: cell count per field
# Insulin prom up cell count = also measured in Insulin prom up; calls as there; cell count; measured here: cytotoxicity, nuclei count;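 total cells summed across four imaged fields per well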
# Lipid droplet cells 6.5 µM = second read-out of Lipid droplet, no call of its own (marks repeat the call); cell count; measured here: cell count, cytotoxicity flag;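 cells counted across two imaged fields per well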
# b-catenin transl cell count 5 µM = recorded beside b-catenin transl, whose call it bears; cell count; measured here: cell count, cytotoxicity flag
# MT stabilize HCS Hoechst-high % = recorded beside MT stabilize HCS, whose call it bears; % Hoechst-high responders; measured here: nuclear condensation Hoechst responders;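 share of cells brighter than vehicle mean plus two SD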
# MT stabilize HCS cytotoxicity % = also measured in MT stabilize HCS; calls as there; toxicity, %; measured here: cytotoxicity by cell density;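 0% = mean cell density of plate MIN control wells and 100% = no cells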
# Autophagy HCS cell loss 18 h = recorded beside Autophagy HCS, whose call it bears; toxicity, %; measured here: cell loss, nuclei count;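 cell loss after 18 h compound exposure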
# * hit, by the source's call; i = inactive; · = no result given.
SMILES,b-catenin transl,b-catenin transl cell count 5 µM,WT yeast gro inh,WT yeast gro inh mutant strain,XIAP displacement,MT stabilize HCS,MT stabilize HCS Hoechst-high %,MT stabilize HCS cytotoxicity %,Autophagy HCS,Autophagy HCS cell loss 18 h,Dynein transport,Dynein transport cytoplasmic EGFP,Dynein transport nuclear GR-EGFP,Dynein transport cell count,ER stress rescue,Insulin prom up,Insulin prom up cell count,Lipid droplet,Lipid droplet cells 6.5 µM
O=C(c1cc(N2C(=O)C3C4CCC(C4)C3C2=O)ccc1Cl)N1CCN(c2ccccc2)CC1 (stereo not drawn),-2.8,1077,-8.3,-9.8,-6.6%,1.3,1.9,8.2,i,-4.8,-0.0518,-0.216,0.203,-0.433,0.3%,-0.09,1465,6.9,697
COc1ccc(/C=C(/NC(=O)c2ccccc2)c2nc3ccccc3[nH]2)cc1OC,-1.0,1414,-2.4,-6.1,-9.8%,1.6,0.5,0.3,i,-5.2,1.45,-0.0367,1.08,-0.997,-2.1%,0.61,953,·,·
O=C(CSc1nnc(COc2ccccc2F)n1-c1ccccc1)NCc1ccco1,-0.6,1060,-17.8,-4.8,-10.8%,2.2,0.9,2.8,i,2.9,-0.0184,-0.07,0.0702,0.317,-1.1%,·,·,-0.4,672
CN(C)c1nc(-c2cccs2)cc(C(F)(F)F)c1C#N,1.2,1037,·,·,·,·,·,·,·,·,-0.248,-0.245,-0.113,0.64,·,0.3,1293,-5.1,718
C=CCOc1c(Br)cc(CNc2ccc(NC(=O)C(C)C)c(OC)c2)cc1OCC,1.1,829,13.8,5.1,-3.6%,1.5,1.2,4.0,i,-18.6,1.34,-0.11,0.7,-1.16,1.4%,·,·,-54.3,450
Cc1c(O)ccc(C(=O)COc2ccc(F)cc2)c1O,3.4,1405,-3.8,-14.6,-5.4%,1.2,1.6,5.1,i,-23.0,0.322,-0.303,0.311,-0.481,-2.4%,0.06,1594,·,·
Cn1c(SCC(=O)Nc2ccc3cn[nH]c3c2)nnc1-c1cnccn1,-2.9,980,7.9,9.4,-2.9%,1.7,1.0,1.2,i,-3.0,0.414,-0.133,0.503,-0.793,-0.6%,-0.29,1057,·,·
Cc1ccccc1NC(=O)CCSc1nnnn1-c1ccccc1,1.0,1065,-12.0,-10.7,-6.4%,4.5,1.4,2.7,i,0.2,0.619,-0.215,0.306,0.0635,1.3%,·,·,-16.6,736
O=C(NCCN1CCN(C(=O)C(c2ccccc2)c2ccccc2)CC1)C(=O)Nc1ccccc1,-1.2,1386,-0.1,-6.8,-3.8%,3.6,1.9,7.1,i,18.7,-0.479,-0.201,-0.452,0.514,-1.2%,-0.04,1444,·,·
CCc1[nH]nc2c1C(C1C=CCCC1)C(C#N)=C(N)O2 (stereo not drawn),0.1,1509,-0.2,16.1,-0.3%,7.7,4.4,1.7,i,16.7,-1.63,-0.179,-0.109,0.802,1.7%,-0.12,1537,-7.0,619
Nc1nc(C2CCCN2S(=O)(=O)c2ccc(Cl)cc2)cs1 (stereo not drawn),-1.5,1178,-4.5,-5.0,1.4%,6.3,2.6,4.8,i,11.3,0.386,-0.333,0.244,-0.177,1.0%,·,·,-9.5,786
S=c1[nH]nc(Cc2ccccc2)n1-c1ccc(Cl)cc1,0.2,1503,-20.4,-10.9,-13.9%,3.1,1.7,11.0,i,-17.9,-0.0541,-0.28,-0.0248,0.242,-1.1%,·,·,8.6,643
O=C(c1ccc2c3c(cccc13)CC2)C1CCCN(Cc2ccncc2)C1 (stereo not drawn),-0.5,1025,35.9,31.3,-2.7%,2.5,1.2,7.9,i,-9.9,-0.0819,-0.247,-0.036,0.0684,3.1%,-1.48,1246,-55.2,649
Cc1nn2c(NCCN(C)C)c3c(nc2c1-c1ccccc1)CCCC3,1.7,1337,·,·,·,·,·,·,·,·,1.25,0.042,0.549,0.156,·,-0.66,954,1.3,695
COc1ccc(C(=O)COc2ccccc2N2C(=O)C3C4C=CC(C4)C3C2=O)cc1 (stereo not drawn),·,·,-13.9,11.8,-4.5%,1.1,1.4,5.4,i,3.0,0.37,0.895,0.0416,0.4,-0.4%,-0.38,779,9.2,780
Cc1cc(C)n(S(=O)(=O)c2ccc(C(C)(C)C)cc2)n1,·,·,-1.9,10.2,-3.9%,3.2,2.5,2.6,i,3.4,0.527,-0.191,0.0997,0.0319,·,·,·,-8.8,718
COC(=O)Cc1c(O)ccn(CCc2ccccc2)c1=O,0.4,1458,-8.1,2.8,-12.7%,2.0,2.8,2.2,i,-16.8,0.672,-0.24,-0.0223,0.0339,0.0%,1.49,1470,25.2,711
O=C1CCCN1CCCNC(=S)Nc1cccc2ccccc12,-5.7,1119,-3.6,-6.4,-1.3%,2.5,2.1,7.6,i,9.4,-0.334,-0.334,-0.204,0.617,-0.2%,0.23,1555,-27.3,648
CCCCOc1ccc(CN(C)c2ncnc(N)n2)cc1,27.2,292,-11.0,-15.3,-6.5%,23.1*,7.0*,36.2*,i,10.3,0.19,-0.272,0.285,-0.157,2.1%,·,·,6.8,635
CCc1ccc(OCC2c3cc(OC)c(OC)cc3CCN2C(=S)NCCOC)cc1 (stereo not drawn),-0.9,888,31.6,-14.9,0.9%,4.5,3.2,8.5,i,14.6,-0.8,-0.222,-0.664,0.251,-1.3%,-1.24,1389,30.1,706
CN(c1ccccc1)c1nc(N)c([N+](=O)[O-])c(NCc2ccccc2)n1,0.4,1124,·,·,·,·,·,·,·,·,0.441,-0.181,0.0958,0.497,·,-0.97,1281,3.1,711
O=C(c1ccco1)N1CCN(C(c2ccccc2F)c2nnnn2Cc2cccs2)CC1 (stereo not drawn),-11.1,1281,17.0,27.6,-11.0%,2.2,1.7,11.6,i,4.8,0.351,-0.108,0.197,-0.333,-0.4%,-0.56,1276,2.8,787
COc1ccc(N)cc1C#N,·,·,-8.7,-2.4,-0.7%,3.8,4.4,10.4,i,-6.0,-0.299,-0.182,0.109,0.581,-0.8%,0.72,1054,·,·
Cc1c(NC(=O)CSc2cccc3cccnc23)c(=O)n(-c2ccccc2)n1C,-1.2,1035,-17.2,-4.1,0.6%,1.5,1.6,5.3,i,-10.9,-0.969,-0.343,-0.318,0.824,-1.1%,-1.25,1830,-0.8,602
Cn1nnnc1SCC(=O)Nc1ccc2c(c1)OCCO2,-4.8,1047,-2.9,1.7,-4.0%,4.8,2.8,6.5,i,16.0,-0.284,-0.231,0.431,0.535,-0.2%,0.09,1680,7.0,671
O=C(NCCCn1ccnc1)C(=O)NCC1OCCN1S(=O)(=O)c1ccc(Br)cc1 (stereo not drawn),-0.5,1139,-2.0,-8.3,-16.2%,2.8,2.8,6.2,i,-4.1,-0.785,-0.271,-0.36,0.71,0.4%,-0.72,1271,-7.8,768
O=C(Oc1cccc(NC(=O)c2ccccc2Cl)c1)c1ccc([N+](=O)[O-])cc1,-0.8,1427,17.4,-17.4,-7.1%,1.1,1.8,6.2,i,-3.4,0.307,-0.135,0.167,-0.436,5.5%,0.7,1533,·,·
COC(=O)c1ccccc1NC(=O)C1CCCN(S(C)(=O)=O)C1 (stereo not drawn),2.0,1077,-8.7,0.6,-6.6%,1.8,2.3,2.8,i,6.9,-0.552,-0.185,-0.182,-0.425,7.0%,1.21,1182,3.2,766
COc1ccc(-c2[nH]c(-c3ccc4c(c3)OCO4)nc2-c2ccccc2)cc1,2.7,1273,71.0*,33.5*,-9.0%,2.8,2.1,5.8,i,-24.4,-0.215,-0.193,0.308,0.364,-0.9%,-1.3,1551,·,·
Cc1ccc(Oc2nc(-c3ccccn3)nc3ccccc23)cc1,2.0,1261,·,·,·,·,·,·,·,·,-1.24,-0.0855,-0.868,0.246,·,-0.89,1013,2.5,689
CCOC(=O)C1(Cc2ccccc2)CCN(Cc2cccc3nccnc23)CC1,-3.2,1063,2.4,10.6,-1.1%,1.9,2.7,4.4,i,8.5,-1.24,0.482,-0.305,0.71,-0.3%,·,·,-9.4,599
CCCCc1n[nH]c2c1/C(=N/O)CC(c1ccccc1)C2 (stereo not drawn),-0.4,1377,-14.7,-6.1,-4.6%,4.6,4.1,9.7,i,-3.7,-0.333,-0.247,-0.208,0.524,-1.2%,0.29,1465,·,·
CCc1ccc(C2C(C#N)=C(N)Oc3n[nH]c(CC(=O)OC)c32)cc1 (stereo not drawn),-1.6,1157,-6.5,-1.2,-2.0%,2.5,1.8,4.2,i,4.0,0.418,-0.214,0.222,-0.108,0.7%,0.36,1246,0.4,709
O=C(Cc1ccccc1)Nc1ccc(C(=O)O)cc1,-1.8,1118,-3.3,6.5,-3.3%,3.4,1.7,7.6,i,-4.6,-0.284,-0.226,-0.28,0.98,-1.6%,·,·,0.5,694
Cc1cc(C)nc(Nc2n[nH]c(Cc3ccccc3)n2)n1,-3.5,1209,16.8,-1.1,-12.0%,2.0,1.4,3.1,i,-9.1,-1.21,-0.172,-0.549,1.23,-1.4%,·,·,-9.4,678

# Bioassay records: PubChem BioAssay, several laboratories
